# Assay outcomes deposited in PubChem by PCMD.
# eIF2B yeast act – GCN4-lacZ reporter reduction in eIF2B-epsilon mutant yeast, primary screen, S. cerevisiae, eIF2B-epsilon R284H, Beta-Glo luminescence; inhibition, % at 25 µM (by protocol); 27,000 tested, 0.91% active; AID 688, 2007;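 active = mutant luminescence inhibited past about 50% while wild type luminescence and mutant growth stay under set limits, limit read from the data; inconclusive = mutant versus wild type luminescence inhibition gap past a set limit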; also: some compounds called inactive have numbers as strong as hits
#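 Times: 16 h growth with compound at 30 °C, 90 min Beta-Glo step; Assay system: yeast eIF2B-epsilon R284H mutant carrying GCN4–beta-galactosidase fusion; Measure: % inhibition of reporter signal and growth versus controls; Dosing: one concentration, 25 µM, 0.25% DMSO; Buffer or medium: YPD yeast growth medium; Measured by: Beta-Glo luminescence plus absorbance at 595 nm.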
# Yeast growth tox – yeast growth toxicity, wild-type and mutant, primary screen, cytotoxicity control for eIF2B function restoration project, wild-type and eIF2Bepsilon R284H mutant, A595; S. cerevisiae wild-type growth, A595 turbidity, 16 h; 30,000 tested, 0.3% active; growth inhibition, % at 25 µM (by protocol); AID 685, 2007;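 active = mutant and wild-type yeast strains alike exhibit over 30% growth inhibition; inconclusive = a strain exceeds 50% while the second remains under 30%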;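 also: 0% = untreated cell controls and 100% = YPD media blanks without cells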
#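 Test system: Wild-type and eIF2Bepsilon-R284H mutant S. cerevisiae, screened separately | Dosing: Single 25 µM compound dose in 0.2% DMSO | Schedule: 16 h compound exposure during growth at 30 °C | Detection: A595 turbidity | Evaluation: Growth inhibition (%) versus cell controls and blanks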
# Yeast growth tox inhibition % – further read-out of Yeast growth tox, marked with its call; growth inhibition, %; S. cerevisiae eIF2Bepsilon-R284H mutant growth, A595 turbidity, 16 h;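 each compound tested once at 25 µM; 0% equals untreated cells and 100% equals cell-free medium blanks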
# eIF2B yeast act mutant toxicity – further read-out of eIF2B yeast act, marked with its call; growth inhibition, %; measured here: mutant yeast growth, toxicity;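 each compound tested once at 25 µM; zero equals untreated control growth and 100 equals blank medium absorbance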
# Active calls of the source: *; u = inconclusive; x = no result given. A portion of the library (hit frequency here may not be typical).
entry	Compound	eIF2B yeast act	eIF2B yeast act mutant toxicity	Yeast growth tox	Yeast growth tox inhibition %
1	CC(=O)Nc1ccc(OCC(O)CN2CCN(c3ccccc3Cl)CC2)cc1 (stereo unspecified)	11	15	10	15
2	COc1ccc(Cc2nc(-c3ccc(Cl)cc3)no2)cc1	-21	-7	6	-7
3	Cc1ccc(N=C(NO)c2nonc2N)cc1	23	14	-1	14
4	O=C(NCc1ccc2c(c1)OCO2)c1cccc(S(=O)(=O)N2CCCCC2)c1	38	6	14	6
5	O=C(NCCc1ccccc1)c1ccco1	24	9	8	9
6	CCCCNC(=O)N(C)c1nncnc1C(=O)NC	23	17	2	17
7	Cc1ccnc(NS(=O)(=O)c2ccc(N=CC3=C(O)CC(C)(C)CC3=O)cc2)n1	28	x	x	x
8	O=[N+]([O-])c1nn(-c2ccc3c(c2)OCCO3)n(O)c1=NC1CCCC1	7	x	-40	0
9	CCOC(=O)c1cnc(-n2nc(C)cc2C)nc1Nc1ccc2c(c1)OCO2	x	x	3	-10
10	O=C(Cn1c(NCCCO)nc2ccccc21)c1cccc(Br)c1	20	-12	9	-12
11	COc1cccc(C2/C(=C(/O)c3ccncc3)C(=O)C(=O)N2CCCN2CCOCC2)c1OC (stereo unspecified)	23	19	18	19
12	Cc1nnc(SCC(=O)Nc2ncc3c(n2)CC(c2ccccc2)CC3=O)s1 (stereo unspecified)	-28	x	-9	0
13	CC(C)=CC(=O)OCC(=O)Nc1ccc(Cl)cn1	x	x	6	15
14	Cc1nn(C(=O)N2CCOCC2)c(C)c1CN1C(=O)c2ccccc2C1=O	2	x	8	0
15	O=C(CN1C(=O)C2C3C=CC(C3)C2C1=O)Nc1nc(-c2ccccn2)cs1 (stereo unspecified)	x	x	8	27
16	Cc1ccc(C)n1-c1ccc(C(=O)O)cc1	11	x	7	0
17	Cc1ccc(-n2c(C)nc3c(cnn3-c3ccccc3Cl)c2=O)cc1C	x	x	5	8
18	Nc1nc(SCc2c(Cl)cccc2Cl)n[nH]1	12	12	-11	12
19	COCCCNC(=O)C1CCCN(S(=O)(=O)c2ccc(C)cc2)C1 (stereo unspecified)	-6	15	5	15
20	CN(C(=O)COC(=O)c1ccc2c(c1)OCO2)C1CCS(=O)(=O)C1 (stereo unspecified)	18	-30	20	-30
21	Cn1c(=O)cc(SCC(=O)NCCCN2CCOCC2)c2ccccc21	u	x	0	3
22	CCOc1ccccc1OCCOc1ccccc1OC(C)C	27	16	-10	16
23	CCOC(=O)C1CCN(C(=O)Cn2cc(C(=O)c3ccco3)c3ccccc32)CC1	27	-40	-2	-40
24	CS(=O)(=O)NC1CCN(Cc2ccccc2)CC1	-15	-7	-15	-7
25	COc1cccc(NC(=O)CSc2ncnc3c2cnn3Cc2ccccc2)c1	x	x	-28	-18
26	CCOC(=O)C1=C(CSc2nncn2C)NC(=O)NC1c1cc(OCC)ccc1OCC (stereo unspecified)	-12	12	10	12
27	Cc1ccc(S(=O)(=O)Nc2nsc(N)n2)cc1	10	4	16	4
28	CC(=O)Nc1ccc2nc(-c3ccncc3)[nH]c2c1	8	x	10	0
29	CCOC(=O)N1CCC(NC(=O)CCc2c(C)nc3nc(C)nn3c2C)CC1	10	5	-15	5
30	NC(=O)C1CCN(C(=O)CCSc2ccccc2)CC1	5	x	1	0
31	CC(C)n1c(CNC(=O)c2ccccc2)nc2ccccc21	-11	-11	-17	-11
32	COc1ccc(Cn2c(CCC(=O)Nc3ccc(C)c(C)c3)nc3cccnc32)cc1	x	x	8	-3
33	C=CCOc1c(CNc2ncn[nH]2)cccc1OC	21	-9	3	-9
34	C=C(C)CSc1nc(N)c(C#N)c(-c2ccc(C)cc2)c1C#N	12	-7	-5	-7
35	COc1ccc(-n2nnnc2SCc2nc3ccccc3s2)cc1	x	x	20	16
36	CC(C)(C)NC(=O)CN(C(=O)c1ccc(CN2CCOCC2)o1)c1ccc2c(c1)OCCO2	9	-20	9	-20
37	CCN=C1SC(CC(=O)Nc2ccc(N3CCOCC3)cc2)C(=O)N1CC (stereo unspecified)	21	-27	12	-27
38	C=CCN1C2CCCC1CC(NC(=O)Nc1cccc(C(C)=O)c1)C2 (stereo unspecified)	5	21	17	21
39	COc1ccc(C2=CC(=O)OC3(CCCCC3)O2)cc1	24	8	13	8
40	O=C1C2C3CCCC3=C3CCCC3C2C(=O)N1c1ccc(F)cc1 (stereo unspecified)	19	x	x	x
41	COc1ccc(CCN2C(=NC(=O)CC(C)C)SC3CS(=O)(=O)CC32)cc1 (stereo unspecified)	16	-62	-14	-62
42	O=C(CSc1ccccc1)Nc1ccc(N2CCOCC2)cc1	x	x	14	11
43	C(=C\c1ccccc1)/CSc1nnc(-c2cccnc2)n1Cc1ccco1	16	11	-3	11
44	CC(C)Cc1nc(N2CCCCC2)c(C#N)c2c1CCC2	-11	11	-1	11
45	CC(NC(=O)c1ccco1)c1cccc2ccccc12 (stereo unspecified)	1	-4	9	-4
46	CC(=O)Nc1ccc(C(=O)OCCC(C)C)cc1	14	29	3	29
47	O=C(NCCc1ccccc1)c1ncn[nH]1	2	4	21	4
48	N=c1n(Cc2ccccc2)c2ccccc2n1CC(O)c1ccccc1 (stereo unspecified)	18	x	-1	0
49	CCCC(C(=O)Nc1nccs1)c1ccccc1 (stereo unspecified)	16	-7	26	-7
50	COc1cccc(S(=O)(=O)Nc2ccc(C(=O)N3CCN(C(=O)c4ccco4)CC3)cc2)c1	7	x	8	0
51	Cc1cc(C)n(C(=O)c2nn(C)c(C)c2[N+](=O)[O-])n1	10	8	-3	8
52	O=C(NCc1ccco1)c1ccc(CS(=O)(=O)Cc2ccc(F)cc2)o1	-13	24	12	24
53	O=C(c1cnn2c(C(F)(F)F)cc(-c3ccc4c(c3)OCO4)nc12)N1CCCCC1	3	-12	-14	-12
54	Cc1ccc(C(=O)N/N=C/c2sc(=O)n(Cc3cccc(C(=O)O)c3)c2Cl)cc1	18	-10	-31	-10
55	COc1ccc(NC(=O)NC(C(F)(F)F)C(F)(F)F)cc1	16	-10	15	-10
56	CCc1c(-c2ccccc2)nc(N)c(C#N)c1-c1cccs1	16	-19	-2	-19
57	O=C(NCCCCNC(=O)C1CCCC1)C1CCCC1	-71	-26	1	-26
58	CCCCS(=O)(=O)Nc1ccc2ncn(C)c(=O)c2c1	-1	4	-6	4
59	Nc1n[nH]c(-c2ccccc2)c1-c1ccccc1	11	21	1	21
60	CCSc1nc2ccccc2c(=O)n1OCC(=O)OC	30	-15	-9	-15

# The list goes on:
entry	Compound	eIF2B yeast act	eIF2B yeast act mutant toxicity	Yeast growth tox	Yeast growth tox inhibition %
61	Cc1cccc(NC(=S)NC(NC(=O)c2ccco2)C(Cl)(Cl)Cl)c1 (stereo unspecified)	x	x	-1	0
62	Cc1cc(C)n(C(=O)CNc2ccccc2Cl)n1	x	x	27	-16
63	COc1ccccc1NC(=O)c1oc2ccccc2c1NC(=O)c1cc(OC)c(OC)c(OC)c1	63*	x	-44	-12
64	Cc1nccc2[nH]c(=O)c(C(=O)NC3CCCCC3C)cc12 (stereo unspecified)	15	3	6	3
65	CC(C)N1C(=O)c2ccc(C(=O)O)cc2C1=O	25	-3	8	-3
66	CC(C)N(Cc1nc(-c2ccc(Cl)cc2)no1)C(=O)CN(C)S(=O)(=O)c1ccc(Cl)cc1	x	x	-6	0
67	CC(C)Cc1nc(SCC(=O)Nc2ccc(S(N)(=O)=O)cc2)n[nH]1	17	5	-12	5
68	CCCOc1cc(C)c(S(=O)(=O)NCCOC)cc1C	-17	29	11	29
69	Cc1ccc2nc(SCc3nnc(-c4ccccc4)o3)[nH]c2c1	24	-19	-3	-19
70	Cc1ccc(C(=O)C2=C(O)C(=O)N(Cc3ccccc3)C2c2cccnc2)o1 (stereo unspecified)	3	x	x	x
71	NC(=O)c1ccccc1OCC(=O)NS(=O)(=O)c1ccc(Cl)cc1	9	13	18	13
72	COc1cc2c(cc1OC)CN(C(=O)NS(=O)(=O)c1ccc(C)cc1)CC2	17	-9	5	-9
73	Cn1nc(CC(=O)Nc2cccnc2N2CCOCC2)c2ccccc2c1=O	30	32	14	32
74	CC(C)CNC(=O)CCc1c[nH]c2ccccc12	7	-19	1	-19
75	O=C(Oc1cccc2c(O)cccc12)c1ccccc1	6	34	23	34
76	Cc1ccc(Cl)c2c1NC(=O)C2(O)CC(=O)c1ccc(Br)cc1 (stereo unspecified)	17	13	16	13
77	Cc1ccccc1N(CC(N)=O)S(C)(=O)=O	24	12	14	12
78	O=C(Nc1ccccc1C(F)(F)F)c1cccnc1	17	-35	5	-35
79	COc1ccc(-c2csc(NC(=O)CC(C)C)n2)cc1	31	12	18	12
80	CC1Cc2ccccc2N1C(=O)COc1cccc(-n2cnnn2)c1 (stereo unspecified)	-16	14	10	14
81	Cc1nonc1NC(=O)c1ccc(Cl)c(S(=O)(=O)N2CCCCC2)c1	23	14	21	14
82	CCOC(=O)c1c(NC(=O)CSc2nnnn2-c2ccc3c(c2)OCCO3)sc(C)c1C	24	-14	2	-14
83	Cc1cc(-c2ccccc2)nc(N(C)NC(=O)c2ccc(Cl)cc2)c1S(C)(=O)=O	-3	x	2	0
84	CN1C(=S)SC(/[N+]([O-])=C\c2ccco2)C1(C)C (stereo unspecified)	16	-5	-4	-5
85	CCOc1ccc2[nH]c(=O)c(CN(Cc3cccs3)C(CC)c3nnnn3C(C)(C)CC)cc2c1 (stereo unspecified)	11	x	1	0
86	CCCC(C)NS(=O)(=O)c1ccc(OC)c(C)c1 (stereo unspecified)	8	15	9	15
87	COc1ccc(C)cc1S(=O)(=O)NC1CCCCC1C (stereo unspecified)	20	-4	-19	-4
88	CC(=O)OC(C(=O)NC1CCCCC1)c1ccccc1 (stereo unspecified)	x	x	11	0

# An excerpt from above in order of molar mass, rising:
entry	Compound	eIF2B yeast act	eIF2B yeast act mutant toxicity	Yeast growth tox	Yeast growth tox inhibition %
65	CC(C)N1C(=O)c2ccc(C(=O)O)cc2C1=O	25	-3	8	-3
77	Cc1ccccc1N(CC(N)=O)S(C)(=O)=O	24	12	14	12
74	CC(C)CNC(=O)CCc1c[nH]c2ccccc12	7	-19	1	-19
75	O=C(Oc1cccc2c(O)cccc12)c1ccccc1	6	34	23	34
78	O=C(Nc1ccccc1C(F)(F)F)c1cccnc1	17	-35	5	-35
84	CN1C(=S)SC(/[N+]([O-])=C\c2ccco2)C1(C)C (stereo unspecified)	16	-5	-4	-5
88	CC(=O)OC(C(=O)NC1CCCCC1)c1ccccc1 (stereo unspecified)	x	x	11	0
79	COc1ccc(-c2csc(NC(=O)CC(C)C)n2)cc1	31	12	18	12
87	COc1ccc(C)cc1S(=O)(=O)NC1CCCCC1C (stereo unspecified)	20	-4	-19	-4
68	CCCOc1cc(C)c(S(=O)(=O)NCCOC)cc1C	-17	29	11	29
69	Cc1ccc2nc(SCc3nnc(-c4ccccc4)o3)[nH]c2c1	24	-19	-3	-19
80	CC1Cc2ccccc2N1C(=O)COc1cccc(-n2cnnn2)c1 (stereo unspecified)	-16	14	10	14
71	NC(=O)c1ccccc1OCC(=O)NS(=O)(=O)c1ccc(Cl)cc1	9	13	18	13
70	Cc1ccc(C(=O)C2=C(O)C(=O)N(Cc3ccccc3)C2c2cccnc2)o1 (stereo unspecified)	3	x	x	x
81	Cc1nonc1NC(=O)c1ccc(Cl)c(S(=O)(=O)N2CCCCC2)c1	23	14	21	14
72	COc1cc2c(cc1OC)CN(C(=O)NS(=O)(=O)c1ccc(C)cc1)CC2	17	-9	5	-9
76	Cc1ccc(Cl)c2c1NC(=O)C2(O)CC(=O)c1ccc(Br)cc1 (stereo unspecified)	17	13	16	13
83	Cc1cc(-c2ccccc2)nc(N(C)NC(=O)c2ccc(Cl)cc2)c1S(C)(=O)=O	-3	x	2	0
82	CCOC(=O)c1c(NC(=O)CSc2nnnn2-c2ccc3c(c2)OCCO3)sc(C)c1C	24	-14	2	-14
85	CCOc1ccc2[nH]c(=O)c(CN(Cc3cccs3)C(CC)c3nnnn3C(C)(C)CC)cc2c1 (stereo unspecified)	11	x	1	0
66	CC(C)N(Cc1nc(-c2ccc(Cl)cc2)no1)C(=O)CN(C)S(=O)(=O)c1ccc(Cl)cc1	x	x	-6	0
